Source: PubChem (several laboratories)
KOR beta-arrestin-1 – KOR antagonists, beta-arrestin recruitment, cell-based, luminescence, uHTS (AID 1778) | 290,000 compounds, 0.091% hits | KOR beta-arrestin recruitment, luminescence, antagonist mode; higher % means a stronger effect | one-dose inhibition, % at 10 µM; IC50 in µM for titrated hits; in the data active = inhibition above about 50%; also: strong numbers were not always called active
GPR55 activation – GPR55 agonists via beta-arrestin recruitment, primary screen, imaging, U2OS cells, beta-arrestin-GFP redistribution (AID 1961) | U2OS GPR55 beta-arrestin-GFP redistribution imaging; higher % means a stronger effect | activation, % at 10 µM; hits with a dose series show EC50 in µM | 290,000 compounds, 0.048% hits;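 active = activation above 40% with more than 50 cells counted in the well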;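 also: U2OS osteosarcoma cells stably expressing GPR55 and beta-arrestin-GFP; plate controls were DMSO negative control for no effect and LPI positive control for full effect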
PhoP inhibition – inhibitors of PhoP regulon expression, primary screen, Salmonella Typhimurium, GFP reporter (AID 1863) | S. Typhimurium PhoP-regulated promoter GFP reporter, 4 h; higher % means a stronger effect | one-dose inhibition, % at 50 µM; IC50 in µM for titrated hits | 300,000 compounds, 0.16% hits;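 active = inhibition over 29.93%, a cutoff 3 SD above the screen mean, later confirmed by dose response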;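 also: 0% = low Mg2+ inducing control and 100% = high Mg2+ repressing control; strong numbers were not always called active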
GPR35 arrestin U2OS – inhibition of zaprinast-stimulated GPR35 beta-arrestin translocation – imaging, U2OS, beta-arrestin-GFP, zaprinast agonist, primary screen (AID 2058). one-dose inhibition, % at 10 µM; IC50 in µM for titrated hits. U2OS GPR35 beta-arrestin-GFP translocation imaging, zaprinast antagonism; higher % means a stronger effect. 290,000 compounds, 0.052% hits;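 active = inhibition of at least 50% with at least 30 cells and total cytoplasm GFP at most 10,000,000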
GPR55 antagonists – GPR55 antagonists blocking LPI-driven arrestin recruitment, primary screen, imaging, U2OS, beta-arrestin-GFP, LPI agonist (AID 2013); U2OS GPR55 beta-arrestin-GFP translocation imaging, LPI antagonism; higher % means a stronger effect; 290,000 compounds, 0.13% hits; inhibition, % at 10 µM; hits with a dose series show IC50 in µM;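 active = spots per cell inhibited over 60%, with over 100 cells counted and total cytoplasm intensity under 500,000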;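 also: U2OS cells stably carrying GPR55 and arrestin-GFP stimulated by 5 µM LPI near EC80; imaged beta-arrestin-GFP aggregate spots per cell after agonist stimulation; plate controls were LPI-stimulated DMSO wells for no effect and DMSO wells without LPI for full effect; some results filed as inactive read as strong as hits; confirmed hits need IC50 under 10 µM and bright autofluorescent wells are also inconclusive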
T cell HTS – T cell immune modulators affecting CD8 T cell-vesicle binding; calls only at 7 µM; AID 2052; 330,000 compounds, 0.068% hits; 2C CD8+ T cell-vesicle binding, flow cytometry; active compounds read low;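 active = response, share of CD8 T cells binding vesicles, and their 90th percentile fluorescence all below set limits, cut at about 80% in these data, passing the limit was not always enough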
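incubation = binding step 1.5 h, 37 °C, antibody labelling 20 min, ice | test system = 2C mouse CD8+ T cells | read-out basis = percent CD8+ FL2 mean versus row control | controls = Peptide-free naked vesicles (low) and QL9 vesicles with 0.7% DMSO vehicle (high) | detection = flow cytometry of vesicle-bound cells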
West Nile antiviral – inhibition of WNV-induced cytopathic effect – cell-based, CPE readout (AID 1621) | West Nile virus-infected cells, CPE inhibition; higher % means a stronger effect | CPE inhibition, % at 10 µM; hits with a dose series show IC50 in µM | 290,000 compounds, 0.02% hits; in the data active = a potency from the dose series; also: strong numbers were not always called active
KOR beta-arrestin-2 – kappa opioid receptor activators – cell-based, luminescence, uHTS, primary screen (AID 1777). activation, % at 10 µM; hits with a dose series show EC50 in µM. 280,000 compounds, 0.02% hits. KOR beta-arrestin recruitment, luminescence; higher % means a stronger effect; in the data active = activation above about 50%, passing the limit was not always enough; also: a part of the inactive calls stands beside numbers as strong as those of hits
NTR1 ag – NTR1-driven beta-arrestin-GFP spot formation – imaging, U2OS cells, high content, primary screen (AID 493036) | agonist mode | 330,000 compounds, 0.17% hits | activation, % at 20 µM | P30989;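 active = activation at or above 40% of the spot to cytoplasm intensity ratio, with at least 20 cells analyzed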;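 also: 0% = DMSO without peptide and 100% = 100 nM NTR1 peptide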
Target sequence (P30989 whole entry, looked up): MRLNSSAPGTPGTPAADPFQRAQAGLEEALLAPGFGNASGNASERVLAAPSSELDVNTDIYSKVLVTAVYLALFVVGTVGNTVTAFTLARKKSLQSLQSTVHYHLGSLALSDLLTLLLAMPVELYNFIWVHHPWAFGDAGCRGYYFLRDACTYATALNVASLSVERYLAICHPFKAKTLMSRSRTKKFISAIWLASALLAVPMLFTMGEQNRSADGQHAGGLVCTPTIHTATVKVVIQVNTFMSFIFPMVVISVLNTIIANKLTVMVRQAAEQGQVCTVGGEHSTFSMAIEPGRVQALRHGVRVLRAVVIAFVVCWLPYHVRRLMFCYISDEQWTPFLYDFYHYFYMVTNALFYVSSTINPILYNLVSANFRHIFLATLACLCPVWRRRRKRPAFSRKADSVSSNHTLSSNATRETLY
T cell HTS vesicle-bound % – second read-out of T cell HTS, no call of its own (marks repeat the call); double positive events, %; measured here: CD8+ vesicle-bound cell fraction;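 binding gate set so that unloaded-vesicle control wells show 10% double positive cells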
NTR1 ag cell count 20 µM – second read-out of NTR1 ag, no call of its own (marks repeat the call); cell count; measured here: cell count, cytotoxicity flag
The depositor's hits bear a star.

COc1ccc(C2CC(c3ccc(OC)c(OC)c3)=NN2C(=O)c2ccccc2)cc1 (centres undefined) was read as KOR beta-arrestin-1 -3%, GPR55 activation 0.0%, PhoP inhibition -1%, GPR35 arrestin U2OS -11%, GPR55 antagonists 6%, T cell HTS inactive, West Nile antiviral -0.7%, KOR beta-arrestin-2 -0.3%, NTR1 ag 3.5, T cell HTS vesicle-bound % 41 and NTR1 ag cell count 20 µM 76.
O=C(COc1ccccc1[N+](=O)[O-])N/N=C/c1cccs1 was read as KOR beta-arrestin-1 9%, GPR55 activation -0.2%, PhoP inhibition -1%, GPR35 arrestin U2OS -2%, GPR55 antagonists 18%, T cell HTS inactive, West Nile antiviral -0.2%, KOR beta-arrestin-2 -3.2%, NTR1 ag 0.0, T cell HTS vesicle-bound % 18 and NTR1 ag cell count 20 µM 45.
For Cc1ccc(C(=O)NCCNc2ccc(Cl)cc2[N+](=O)[O-])o1 the results were KOR beta-arrestin-1 -40%, GPR55 activation 0.3%, PhoP inhibition 17%, GPR35 arrestin U2OS -1%, GPR55 antagonists 1%, T cell HTS inactive, West Nile antiviral -1.6%, KOR beta-arrestin-2 8.2%, NTR1 ag 0.9, T cell HTS vesicle-bound % 27 and NTR1 ag cell count 20 µM 65.
Screening Cc1ccc(C)c(S(=O)(=O)N2CCN(C(=O)Cc3ccsc3)CC2)c1 returned KOR beta-arrestin-1 0%, GPR55 activation -0.2%, PhoP inhibition -3%, GPR35 arrestin U2OS -2%, GPR55 antagonists 0%, T cell HTS inactive, West Nile antiviral -0.8%, KOR beta-arrestin-2 5.8%, NTR1 ag -0.6, T cell HTS vesicle-bound % 59 and NTR1 ag cell count 20 µM 50.
For O=C(Nc1ccc(S(=O)(=O)Nc2ccccc2F)cc1)N1CCCCC1 the results were KOR beta-arrestin-1 6%, GPR55 activation 0.3%, PhoP inhibition 3%, GPR35 arrestin U2OS -2%, GPR55 antagonists -6%, T cell HTS inactive, West Nile antiviral -0.3%, KOR beta-arrestin-2 -1.8%, NTR1 ag 0.4, T cell HTS vesicle-bound % 54 and NTR1 ag cell count 20 µM 68.
Screening O=C(Nc1ncn[nH]1)c1ccccc1Br returned KOR beta-arrestin-1 19%, GPR55 activation -0.3%, PhoP inhibition -7%, GPR35 arrestin U2OS -10%, GPR55 antagonists 5%, T cell HTS inactive, West Nile antiviral -0.1%, KOR beta-arrestin-2 -4.9%, NTR1 ag 3.7, T cell HTS vesicle-bound % 61 and NTR1 ag cell count 20 µM 40.
`CN(CC(=O)Nc1ccc(Cl)cc1)C(=O)c1cccc(S(=O)(=O)N(C)C)c1` gave KOR beta-arrestin-1 -22%, GPR55 activation -0.2%, PhoP inhibition -2%, GPR35 arrestin U2OS -2%, GPR55 antagonists 7%, T cell HTS inactive, West Nile antiviral -0.7%, KOR beta-arrestin-2 3.1%, NTR1 ag 0.8, T cell HTS vesicle-bound % 43 and NTR1 ag cell count 20 µM 46.
Cc1cccc(N2CCN(C(=O)c3ccc4c(c3)NC(=O)C(CSCc3ccc(F)cc3)N4)CC2C)c1 (centres undefined) was read as KOR beta-arrestin-1 -34%, GPR55 activation 0.2%, PhoP inhibition 0%, GPR35 arrestin U2OS 11%, GPR55 antagonists -1%, T cell HTS inactive, West Nile antiviral -0.5%, KOR beta-arrestin-2 4.8%, NTR1 ag -0.2, T cell HTS vesicle-bound % 52 and NTR1 ag cell count 20 µM 62.
Screening Nn1c(SC/C=C/c2ccccc2)nnc1-c1ccccn1 returned KOR beta-arrestin-1 -21%, GPR55 activation -0.4%, PhoP inhibition 13%, GPR35 arrestin U2OS 14%, GPR55 antagonists 9%, T cell HTS inactive, West Nile antiviral -0.7%, KOR beta-arrestin-2 4.7%, NTR1 ag -2.1, T cell HTS vesicle-bound % 47 and NTR1 ag cell count 20 µM 114.
For CC(C)n1cc(NC(=O)c2cc(-c3ccccc3)on2)cn1 the results were KOR beta-arrestin-1 -30%, GPR55 activation 0.4%, PhoP inhibition 2%, GPR35 arrestin U2OS 9%, GPR55 antagonists -7%, T cell HTS inactive, West Nile antiviral 1.9%, KOR beta-arrestin-2 -0.7%, NTR1 ag -1.4, T cell HTS vesicle-bound % 46 and NTR1 ag cell count 20 µM 52.

An excerpt from further up, as a working copy:
Cc1cccc(N2CCN(C(=O)c3ccc4c(c3)NC(=O)C(CSCc3ccc(F)cc3)N4)CC2C)c1 (centres undefined) was read as KOR beta-arrestin-1 -34%, GPR55 activation 0.2%, PhoP inhibition 0%, GPR35 arrestin U2OS 11%, GPR55 antagonists -1%, T cell HTS inactive, West Nile antiviral -0.5%, KOR beta-arrestin-2 4.8%, NTR1 ag -0.2, T cell HTS vesicle-bound % 52 and NTR1 ag cell count 20 µM 62.
Screening Nn1c(SC/C=C/c2ccccc2)nnc1-c1ccccn1 returned KOR beta-arrestin-1 -21%, GPR55 activation -0.4%, PhoP inhibition 13%, GPR35 arrestin U2OS 14%, GPR55 antagonists 9%, T cell HTS inactive, West Nile antiviral -0.7%, KOR beta-arrestin-2 4.7%, NTR1 ag -2.1, T cell HTS vesicle-bound % 47 and NTR1 ag cell count 20 µM 114.
For CC(C)n1cc(NC(=O)c2cc(-c3ccccc3)on2)cn1 the results were KOR beta-arrestin-1 -30%, GPR55 activation 0.4%, PhoP inhibition 2%, GPR35 arrestin U2OS 9%, GPR55 antagonists -7%, T cell HTS inactive, West Nile antiviral 1.9%, KOR beta-arrestin-2 -0.7%, NTR1 ag -1.4, T cell HTS vesicle-bound % 46 and NTR1 ag cell count 20 µM 52.

Next structures.
For Cc1c(/C=N/O)c2ccccn2c1C=O the results were KOR beta-arrestin-1 7%, GPR55 activation 0.1%, PhoP inhibition 1%, GPR35 arrestin U2OS 1%, GPR55 antagonists 8%, T cell HTS inactive, West Nile antiviral -0.5%, KOR beta-arrestin-2 -2.9%, NTR1 ag -0.2, T cell HTS vesicle-bound % 45 and NTR1 ag cell count 20 µM 35.
CCN(CC)CCCN1C(=O)C(=O)/C(=C(/O)c2ccccc2)C1c1cc(OC)ccc1OC (centres undefined) was read as KOR beta-arrestin-1 0%, GPR55 activation -0.2%, GPR35 arrestin U2OS -12%, GPR55 antagonists -4%, T cell HTS inactive, West Nile antiviral 0.9%, KOR beta-arrestin-2 8.2%, NTR1 ag -1.0, T cell HTS vesicle-bound % 57 and NTR1 ag cell count 20 µM 50.
For COC(=O)C1=C(C)N(CCc2ccc(OC)c(OC)c2)C(=O)/C1=C\c1ccc(O)cc1 the results were KOR beta-arrestin-1 -2%, GPR55 activation 0.1%, PhoP inhibition 5%, GPR35 arrestin U2OS 5%, GPR55 antagonists 9%, T cell HTS inactive, West Nile antiviral 0.3%, KOR beta-arrestin-2 4.2%, NTR1 ag 5.8, T cell HTS vesicle-bound % 46 and NTR1 ag cell count 20 µM 61.
CC(C)[C@H](NC(=O)N1CCn2c1nc1ccccc12)C(=O)NCCc1ccccc1 was read as GPR55 activation -0.2%, PhoP inhibition 12%, GPR35 arrestin U2OS 20%, GPR55 antagonists -4%, T cell HTS inactive, West Nile antiviral -0.2%, NTR1 ag 2.0, T cell HTS vesicle-bound % 40 and NTR1 ag cell count 20 µM 64.
Screening CCOC(=O)N1CCN(S(=O)(=O)c2ccc(C(=O)Nc3nnc(CSC)o3)cc2)CC1 returned KOR beta-arrestin-1 -42%, GPR55 activation -0.2%, PhoP inhibition -3%, GPR35 arrestin U2OS 2%, GPR55 antagonists 7%, T cell HTS inactive, West Nile antiviral -0.5%, KOR beta-arrestin-2 7.7%, NTR1 ag 0.3, T cell HTS vesicle-bound % 1 and NTR1 ag cell count 20 µM 45.
For O=C1C=C(NCc2ccco2)CC(c2ccc(Cl)cc2)C1 (centres undefined) the results were KOR beta-arrestin-1 -4%, GPR55 activation 0.2%, PhoP inhibition -1%, GPR35 arrestin U2OS -14%, GPR55 antagonists 11%, T cell HTS inactive, West Nile antiviral 0.7%, KOR beta-arrestin-2 -3.0%, NTR1 ag 1.2, T cell HTS vesicle-bound % 53 and NTR1 ag cell count 20 µM 62.
`COC(=O)c1ccccc1NC=C1C(=O)OC2(CCCCC2)OC1=O` gave KOR beta-arrestin-1 12%, GPR55 activation -0.1%, PhoP inhibition -2%, GPR35 arrestin U2OS 4%, GPR55 antagonists -7%, T cell HTS inactive, KOR beta-arrestin-2 1.7%, NTR1 ag -1.6, T cell HTS vesicle-bound % 38 and NTR1 ag cell count 20 µM 92.
Screening OC1CCCN(Cc2cccc3ccccc23)C1 (centres undefined) returned KOR beta-arrestin-1 -9%, GPR55 activation -0.1%, PhoP inhibition 5%, GPR35 arrestin U2OS -6%, GPR55 antagonists 2%, T cell HTS inactive, West Nile antiviral 0.7%, KOR beta-arrestin-2 -2.4%, NTR1 ag 0.5, T cell HTS vesicle-bound % 8 and NTR1 ag cell count 20 µM 86.
Screening CN(Cc1ccccc1)c1ccc([N+](=O)[O-])cc1C(=O)O returned KOR beta-arrestin-1 31%, GPR55 activation 0.4%, PhoP inhibition -4%, GPR35 arrestin U2OS -21%, GPR55 antagonists 11%, T cell HTS inactive, West Nile antiviral 1.2%, KOR beta-arrestin-2 -4.0%, NTR1 ag -0.8, T cell HTS vesicle-bound % 24 and NTR1 ag cell count 20 µM 42.
For Cc1ccc(NC(=O)NC(=O)N(C(C)C)S(C)(=O)=O)nc1 the results were KOR beta-arrestin-1 -40%, GPR55 activation 0.7%, PhoP inhibition -2%, GPR35 arrestin U2OS 6%, GPR55 antagonists 2%, T cell HTS inactive, West Nile antiviral -0.2%, KOR beta-arrestin-2 4.3% and T cell HTS vesicle-bound % 15.
Nc1[nH]nc2nc(-c3ccccc3)[nH]c(=O)c12 was read as KOR beta-arrestin-1 12%, GPR55 activation 0.2%, PhoP inhibition -6%, GPR35 arrestin U2OS 6%, GPR55 antagonists 4%, T cell HTS inactive, West Nile antiviral 0.1%, KOR beta-arrestin-2 4.8%, NTR1 ag -0.5, T cell HTS vesicle-bound % 54 and NTR1 ag cell count 20 µM 83.
`Nc1nonc1C(=O)NCCNc1ccc([N+](=O)[O-])cc1` gave KOR beta-arrestin-1 31%, GPR55 activation 0.1%, PhoP inhibition -14%, GPR35 arrestin U2OS 7%, GPR55 antagonists 15%, T cell HTS inactive, West Nile antiviral -0.4%, KOR beta-arrestin-2 -3.2%, NTR1 ag 2.3, T cell HTS vesicle-bound % 31 and NTR1 ag cell count 20 µM 42.
